Screens from PubChem BioAssay.
NCI-60 one-dose screen, 48 h, at 10 µM unless noted. Numbers give growth in % (100 = growth as untreated, 0 = no growth, -100 = all killed).
LOX IMVI: LOX IMVI melanoma; actives 7.4% (n = 79,000); AID 1794757
MDA-MB-231: MDA-MB-231 breast cancer | actives 5% (n = 81,000) | AID 1794789
MCF7: MCF7 breast cancer; actives 6.3% (n = 82,000); AID 1794796
T-47D: T-47D breast cancer. actives 5% (n = 79,000). AID 1794792
BT-549: BT-549 breast cancer; actives 4.4% (n = 78,000); AID 1794793
HS 578T: HS 578T breast cancer; actives 4.1% (n = 78,000)
MALME-3M: MALME-3M melanoma | actives 5.8% (n = 78,000) | AID 1794766
SK-MEL-2: SK-MEL-2 melanoma; AID 1794763; actives 4.7% (n = 77,000)
* = called active by the depositor; / = no result given; & = joins results of further samples; [ ] = dose if it differs, or a comment. How the source made its calls: active means growth percent below 10; inactive means the rest. No enrichment for hits; about 11% have a hit in one of these screens.

The first two compounds as a preview:
SMILES | LOX IMVI | MDA-MB-231 | MCF7 | T-47D | BT-549 | HS 578T | MALME-3M | SK-MEL-2
CCOC(=O)c1oc2nc(-c3cnccn3)cc(-c3cccs3)c2c1N | / | 91 | 85 | 94 | 109 | 113 | 111 | 105
COc1cc2cc(Oc3ccc(NC(=O)Nc4ccc(C)cc4)cc3)c(C)nc2cc1OC | 102 | 86 | 94 | 101 | 130 | 77 | 95 | 92

The whole of this part, repeating the preview:
SMILES | LOX IMVI | MDA-MB-231 | MCF7 | T-47D | BT-549 | HS 578T | MALME-3M | SK-MEL-2
CCOC(=O)c1oc2nc(-c3cnccn3)cc(-c3cccs3)c2c1N | / | 91 | 85 | 94 | 109 | 113 | 111 | 105
COc1cc2cc(Oc3ccc(NC(=O)Nc4ccc(C)cc4)cc3)c(C)nc2cc1OC | 102 | 86 | 94 | 101 | 130 | 77 | 95 | 92
CCN(CC)CCCOc1ncnc2ccc(Cl)cc12 | 101 | 116 | 101 | 127 | 102 | / | 115 | 110
Cc1c(C(=O)C(SC(=S)N2CCOCC2)SC(=S)N2CCOCC2)nnn1-c1ccc([N+](=O)[O-])cc1 | 108 | 101 | 80 | 92 | 92 | 123 | 94 | 106
O=C(Nc1cc(Cl)cc(Cl)c1)Nc1cccc(Cn2c(=O)[nH]c3ccc(Oc4ncccn4)cc3c2=O)c1 | 58 | 46 | 40 | 32 | 73 | 54 | 54 | 77
O=C(NNc1nc2cc(F)ccc2n2c(CN3CCC(O)C3)ccc12)c1cnccn1 (stereo unspecified) | -0.8* | 34 | 8.9* | 13 | 29 | 76 | 12 | 20
COc1ccc2c(c1)CC1OCCc3cc(OC)c(OC)c-2c31 (stereo unspecified) | 99 | 92 | 103 | 84 | 126 | 87 | 91 | 109
C[C@H](COc1ccccc1)N(CCCl)Cc1ccccc1 | 97&95 | 77&107 | 81&93 | 60&98 | 80&104 | 107&113 | 102&101 | 88&103
O=c1c2cc(Nc3nc(-c4ccc5c(c4)OCO5)cs3)ccc2nc2n1CCC2 | 101 | 109 | 91 | 76 | 99 | 123 | 117 | 99
OCC(O)C(O)C(O)C(O)CO (stereo unspecified) | 96&96 | 109&105 | 102&103 | 96&101 | 105&105 | 107&114 | 106 | 113&114
COc1ccccc1Nc1cc(NC(=O)CNc2cc(OC)c(Cl)c(OC)c2Cl)ncn1 | 96 | 88 | 92 | 100 | 95 | 98 | 101 | 93
CCOc1ccc(NC(=S)/N=C/c2c(O)cc(C)oc2=O)cc1 | 99 | 99 | 95 | 87 | 102 | 92 | 106 | 98
O=C(CN1CCOCC1)Nc1ccc2oc(=O)ccc2c1 | 97 | 102 | 98 | 100 | 110 | 100 | 101 | 102
CN(C)CCN1C(=O)c2cccc3c(-c4ccc5ncn(C6CCCCC6)c5c4)ccc(c23)C1=O | 14 | 34 | 12 | 28 | 57 | 41 | 31 | /
CCCCN(C#N)c1ccccc1 | 108 | 126 | 109 | 101 | 115 | 136 | / | 109
Cc1nnc(-c2ccc3c(c2)nc(-c2ccccn2)n3C2CCCCC2)o1 | 88 | 112 | 95 | 86 | 106 | 111 | 100 | 92
O=C(O)C(CCc1ccccc1)N1CCOCC1 (stereo unspecified) | 108 | 125 | 100 | 109 | 101 | 108 | 98 | 115
Fc1cccc(COc2ccc(Nc3ncnc4sc5c(c34)CCCC5)cc2Cl)c1 | 90 | 89 | 89 | 51 | 85 | 97 | 105 | 84
COc1ccc(NC(=O)/N=c2\oc3c(OC)cccc3cc2-c2cc3ccccc3[nH]2)cc1 | 73 | 36 | 70 | / | 82 | 7.8* | 57 | 76
COc1ccc(-n2ncc3c2CCc2cc(S(=O)(=O)c4ccccc4)c(OC)nc2-3)cc1 | 87 | 79 | 63 | 25 | 74 | 96 | 81 | 70
COc1ccc(C(=S)N2CCOCC2)cc1 | 91 | 115 | 103 | 101 | / | 106 | 106 | 99
CC(=O)n1nc(C2=C(c3cccs3)NC(=S)NC2C)cc1-c1ccc(C)o1 (stereo unspecified) | 98 | 113 | 87 | 69 | 94 | 102 | 97 | 104
O=C(Nc1ccc(OS(=O)(=O)c2ccc(C(F)(F)F)cc2)cc1)C1CCCCC1 | 91 | 67 | 83 | 103 | 104 | 68 | 91 | 93
CC(=O)CN1C(=O)c2ccccc2C1=O | 96 | 107 | 87 | 97 | 96 | 124 | 103 | 94
c1ccc(-c2cccc3ccccc23)cc1 | 93 | 88 | 102 | 95 | 110 | 95 | 99 | 105
CCCCNc1ccc(-c2ccc(NCCCC)cc2)cc1 | 26 | 84 | 34 | 46 | 31 | 84 | / | 101
CCCCSC1=C(Cl)CN(c2ccc(Cl)cc2)C1=O | 62 | 104 | 26 | 73 | 112 | 107 | 103 | 103
COc1ccccc1CN(Cc1ccccc1)c1c(NC2CCCCC2)oc(=O)c2ccccc12 | 83 | 88 | 90 | 82 | 114 | 109 | 103 | 99
O=C1C=Cc2ccc(O)cc2C1=O | 101 | 102 | 103 | 107 | 103 | 134 | 130 | 106
O=CNc1ccc2c3c(cccc13)-c1ccccc1-2 | 89 | 81 | 87 | 94 | 71 | 69 | / | 87
Cc1ccc(C(=O)Nc2ccc(N3CCOCC3)cc2)cc1Nc1ncnc2nc[nH]c12 | 82 | 102 | 79 | 85 | 97 | 90 | 112 | 85
O=C(O)c1ccc2c(c1Nc1ccc(-c3ccc(Nc4c(C(=O)O)ccc5c4C(=O)c4ccccc4C5=O)cc3)cc1)C(=O)c1ccccc1C2=O | 100 | 94 | 91 | 88 | / | 109 | 108 | /
CCOc1cc(-c2nccc3cc(OC)c(OC)cc23)cc(OCC)c1OCC | 70 | 75 | 98 | 70 | 95 | 81 | / | 99
CC(=O)Nc1nc(C)c(-c2csc(Nc3cccc(O)c3)n2)s1 | 106 | 109 | 107 | 105 | 113 | 120 | 106 | 114
O=C(O)c1ccc(-n2cc(/C=N/Nc3ccc(Br)cc3)c(-c3ccccc3)n2)cc1 | 47 | 56 | 62 | 45 | 84 | 98 | 92 | 89
COc1ccc2oc(=O)cc(/C=N\Nc3nc(-c4ccc(Cl)cc4)cs3)c2c1 | 88 | 81 | 72 | 56 | 105 | 97 | 100 | 92
CCOC(=O)COc1ccc(C=O)cc1 | 105 | 101 | 100 | 98 | 106 | 106 | 104 | 100
COc1ccc(C2(O)N=C3N=CC=C4c5ccccc5N=C2N43)cc1 (stereo unspecified) | 77 | 69 | 72 | 73 | 66 | 93 | 65 | /
COc1ccc(/C=C(\C)C(=O)O)cc1 | 97 | 112 | 97 | 99 | 98 | 101 | 104 | 105
Cc1ccc(NC(N)=O)cc1 | 100 | 115 | 101 | / | 103 | 113 | 105 | 122
CC#Cc1nc2ccccc2c(=O)[nH]1 | -60* | 27 | 23 | 67 | 20 | 59 | 66 | 45
Oc1ccccc1CNCC12CC3CC(CC(C3)C1)C2 | 47 | 89 | 38 | 45 | 67 | 88 | 70 | 75
Cc1cc(C)c(CCO)c(C)c1 | 109 | 108 | 104 | 109 | 98 | 97 | 114 | 97
CCOC(=O)c1ccccc1NC1=C(Cl)C(=O)c2nc(C)ccc2C1=O | 99 | 90 | 87 | 93 | 114 | 99 | 107 | 112
O=C1c2ccccc2C(=O)N1c1ccc(Cl)cc1 | 95 | 94 | 92 | / | / | 102 | 98 | 97
CC(C)Cc1cc(CNC(=O)C2[C@H]3CN(C(=O)Cc4ccccc4)C[C@@H]23)nn1-c1ccccc1 (stereo partly specified) | 97 | 105 | 94 | 65 | 89 | 99 | 86 | 102
O=C1Cc2c(sc3c(F)cccc23)C(c2cccc([N+](=O)[O-])c2)N1 (stereo unspecified) | 87 | 93 | 67 | 87 | 95 | / | 106 | 101
Cc1cnc2nc(NN)[nH]n12 | 88 | 106 | 93 | 98 | 111 | 107 | 102 | 102
CCCCCCCCCCCCI | 98 | 110 | 98 | 100 | 104 | 109 | 99 | 107
COc1cc2nc3sc4c(n3c(=O)c2cc1OC)C(=O)N(c1ccc(C(=O)OC(C)C)cc1)C4=O | 102 | 88 | 93 | 113 | 115 | 109 | 121 | 86
N#Cc1nc2ccccc2n1OCc1ccccc1 | 90 | 107 | 96 | 98 | 101 | 105 | 104 | 95
Cc1ccc(S(=O)(=O)N/N=C2\CC3CCC2(C)C3(C)C)cc1 (stereo unspecified) | 92 | 89 | 90 | 105 | / | 120 | 103 | 77
COc1ccc(CNc2ncnc3sc(-c4ccc(NC(C)=O)cc4)cc23)cc1 | 91 | 93 | 76 | 85 | 87 | 74 | 94 | 99
O=C(Nc1cccc2c1Oc1ccccc1O2)C(F)(F)F | 92 | 91 | 117 | 89 | 104 | 91 | 92 | 98
Clc1ccc(Nc2nnc(-c3c[nH]c4ccccc34)o2)cc1 | 58 | 65 | 38 | 42 | 64 | 82 | 79 | 96
COc1cc2c(c(OC)c1OC)C1(NCC2)C(=O)Nc2ccccc21 (stereo unspecified) | 92 | 94 | 93 | 93 | 121 | 86 | 89 | 99
CS(=O)(=O)c1ccc([N+](=O)[O-])cc1 | 101 | 100 | 94 | 103 | 114 | 110 | 115 | 114
COC[C@@H](C)n1c(C2CCOCC2)nc2c1C1C=C(OC)C(c3c(C)noc3C)=CC1N=C2 (stereo partly specified) | 20 | 25 | 15 | 45 | 63 | 35 | 41 | /
CC(=O)OCC1CCCCO1 (stereo unspecified) | 104 | 94 | 94 | 110 | 113 | 110 | 104 | /
O=C1CCC/C=C\C[C@H]2C=CC(=O)/C2=C/C[C@H](CCc2cccc(C(F)(F)F)c2)O1 | -73* | / | -6.2* | -28* | -29* | 14 | -26* | -57*

(listing goes on)
SMILES | LOX IMVI | MDA-MB-231 | MCF7 | T-47D | BT-549 | HS 578T | MALME-3M | SK-MEL-2
C=C(C)[C@@H]1CC[C@]2(C)[C@H](C(=O)C=C3[C@@H]4C[C@](C)(C(=O)OC)CC[C@]4(C)CC[C@]32C)[C@@]1(C)CCC#N | 100[100 µM] | 76[100 µM] | 76[100 µM] | 56[100 µM] | 88[100 µM] | 85[100 µM] | 76[100 µM] | 84[100 µM]
Cc1cccc(Cc2ccccc2C(=N)c2c(C)cccc2C)c1C | 97 | 98 | 88 | 87 | 119 | 108 | 75 | 114
Cc1ccc2nc(-c3c(C)nn(-c4ccccc4)c3Oc3ccccc3)[nH]c2c1 | 94 | 98 | 100 | 91 | 111 | / | 99 | 129
CCOC(=O)c1c(C)oc2ncnc(N3CCN(C(=O)COc4ccc(I)cc4)CC3)c12 | 92 | 83 | 94 | 70 | 91 | 80 | 102 | 96
COc1cc(-c2ccc(-[n+]3nc(-c4ccc([N+](=O)[O-])cc4)nn3-c3ccc([N+](=O)[O-])cc3)c(OC)c2)ccc1-[n+]1nc(-c2ccc([N+](=O)[O-])cc2)nn1-c1ccc([N+](=O)[O-])cc1 | -76* | 51 | -65* | -34* | 27 | / | -45* | 1.6*
COc1cc(-c2nc3c(c(C)nc4c3nnn4-c3cc(OC)c(OC)c(OC)c3)c(=O)o2)cc(OC)c1OC | 99 | 100 | 100 | / | 110 | 104 | 132 | 107
CCCCN1C(=O)C(O)(CC(=O)c2cc3ccccc3oc2=O)c2ccccc21 (stereo unspecified) | 85 | 92 | 60 | 104 | 115 | 102 | 97 | 115
CC(=O)N1N=C(c2ccc(Nc3nc(NCCO)nc(NCCO)n3)cc2)CC1c1ccc(C(F)(F)F)cc1 (stereo unspecified) | 88 | 104 | 84 | 65 | 91 | / | 94 | /
O=C1Nc2ccccc2/C1=C/C(=O)c1ccc(N2CCCCC2)cc1 | 43 | 82 | 69 | 60 | 91 | 93 | 70 | 113
Oc1ccc2ccccc2c1CNc1ccc(Cl)cc1 | 34 | 88 | 86 | 71 | 71 | 91 | 90 | 76
COC1=C[C@@]23CCC(=O)N2CCc2cc4c(cc2[C@H]3[C@H]1OC(=O)CCCC(C)C)OCO4 | 107 | 103 | 97 | 89 | 98 | 88 | 103 | 113
Cc1c(CN(C)C)cc(C(C)C)cc1C(C)C | 99 | 104 | 97 | 131 | 118 | 124 | 124 | 107
Cn1ccc2c(cnc3ccccc32)c1=O | 89 | 96 | 82 | 103 | 98 | 95 | 112 | 115
CCC(C(O)c1ccc(Cl)cc1)[N+](=O)[O-] (stereo unspecified) | 101 | 91 | 98 | 105 | 101 | / | 106 | 106
CN(C)N=Nc1cccc(Cl)c1 | 108 | 103 | 95 | 85 | 106 | 98 | 91 | 87
CCCCCCCCCCCCCCCCCC1=NCCN1CCNC(C)=O | -15* | 66 | 79 | 86 | 99 | 110 | 99 | 111
c1ccc(-c2nc(Nc3ccc(-c4nc5ccccc5[nH]4)cc3)nc(N3CCOCC3)n2)cc1 | -89* | -63* | -76* | -62* | 34 | -40* | -77* | -53*

A portion from the list above:
SMILES | LOX IMVI | MDA-MB-231 | MCF7 | T-47D | BT-549 | HS 578T | MALME-3M | SK-MEL-2
CC(=O)N1N=C(c2ccc(Nc3nc(NCCO)nc(NCCO)n3)cc2)CC1c1ccc(C(F)(F)F)cc1 (stereo unspecified) | 88 | 104 | 84 | 65 | 91 | / | 94 | /
O=C1Nc2ccccc2/C1=C/C(=O)c1ccc(N2CCCCC2)cc1 | 43 | 82 | 69 | 60 | 91 | 93 | 70 | 113
Oc1ccc2ccccc2c1CNc1ccc(Cl)cc1 | 34 | 88 | 86 | 71 | 71 | 91 | 90 | 76
COC1=C[C@@]23CCC(=O)N2CCc2cc4c(cc2[C@H]3[C@H]1OC(=O)CCCC(C)C)OCO4 | 107 | 103 | 97 | 89 | 98 | 88 | 103 | 113
Cc1c(CN(C)C)cc(C(C)C)cc1C(C)C | 99 | 104 | 97 | 131 | 118 | 124 | 124 | 107
Cn1ccc2c(cnc3ccccc32)c1=O | 89 | 96 | 82 | 103 | 98 | 95 | 112 | 115
CCC(C(O)c1ccc(Cl)cc1)[N+](=O)[O-] (stereo unspecified) | 101 | 91 | 98 | 105 | 101 | / | 106 | 106
CN(C)N=Nc1cccc(Cl)c1 | 108 | 103 | 95 | 85 | 106 | 98 | 91 | 87
CCCCCCCCCCCCCCCCCC1=NCCN1CCNC(C)=O | -15* | 66 | 79 | 86 | 99 | 110 | 99 | 111
c1ccc(-c2nc(Nc3ccc(-c4nc5ccccc5[nH]4)cc3)nc(N3CCOCC3)n2)cc1 | -89* | -63* | -76* | -62* | 34 | -40* | -77* | -53*
